phage Ecoli inh: E. coli growth loss with phage present; inhibition, % at 11.9 µM; growth absorbance; hit rate 0.26% among 360,000; AID 651602; in the data active means inhibition above about 11%
Tat transport: blocks Tat-dependent protein export in E. coli; inhibition, % at 10 µM; AID 488895; hit rate 0.036% among 340,000; E. coli MC4100 TorA-mCherry Tat export, fluorescence;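 active means mean replicate inhibition at least 50% and at least half of replicates individually reaching 50%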;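 further: exported cargo escapes ClpAP degradation while cytoplasmic cargo is degraded and loses fluorescence; 0% = median of neutral control wells and 100% = median of NaSCN control wells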
AddAB inh: less growth of phage-infected E. coli with AddAB. E. coli expressing H. pylori AddAB, absorbance growth. inhibition, % at 11.9 µM. hit rate 0.29% among 330,000. AID 435030; in the data active means inhibition above about 12%;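 further: 0% = vehicle wells of infected cells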
Ecoli viability: counter-screen for AddAB inhibitors: E. coli growth inhibition; E. coli V3065 growth, OD600 absorbance, 18 h; inhibition, % at 11.9 µM; hit rate 0.27% among 330,000; AID 449728;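 active means inhibition above the campaign's mean inhibition across all tested compounds plus 3 SD, cut at about 9.9% in these data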;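 further: uninfected addAB+ strain grown without phage in ampicillin broth; 0% = DMSO wells and 100% = ciprofloxacin 0.95 µg/ml wells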
PKA-R1A act: PKA-R1A complex activation; P00514+P68181; hit rate 0.083% among 340,000; PKA-R1A dissociation, Cy5-IP20 fluorescence polarization; scaled: DMSO 0%, 113 µM cGMP 100%; AID 504707; activation, % at 11.4 µM;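 active means percent activation above the mean of all tested compounds plus 3 SD, cut at about 19% in these data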;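 further: higher means more PKAc released from R1A so a rise in polarization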
HTR5A inv ag: counter-screen for OPRM1-OPRD1 inverse agonists: human HTR5A inverse agonism; HTR5A cell line, luminescence; inhibition, % at 9.3 µM; P47898; hit rate 0.083% among 340,000; AID 504634; in the data active means inhibition mostly above about 23%, no sharp cut-off; inactive means mostly below about 18%;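 further: 0% = cells with DMSO and 100% = no-cell wells with DMSO; some compounds called inactive have numbers as strong as hits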
SUMO Mot1 rescue: SUMOylation pathway inhibition by Mot1-301 growth rescue; hit rate 1% among 320,000; S. cerevisiae Mot1-301 growth rescue, ATP luminescence, 38.5C; percent above DMSO median, 100 means doubled; growth rescue, % at 18.8 µM; AID 2716;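 active means every valid replicate shows activation above 250% relative to neutral control wells; inactive means the rest, any valid replicate at or below 250%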;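 further: OY570 slx delta 5 strain wells were the positive control but not used for scaling; some compounds called inactive have numbers as strong as hits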
PfHsp90 yeast 2: growth inhibition of yeast expressing Plasmodium Hsp90 | S. cerevisiae expressing PfHsp90, BacTiter-Glo ATP, 48 h; yeast lacking PDR1 and PDR3 efflux regulators | inhibition, % at 9.4 µM | hit rate 0.32% among 310,000 | AID 504621;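 active means every replicate shows inhibition above about 80%, whatever the replicate mean, limit read from the data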;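 further: 0% = DMSO neutral controls and 100% = 20 µM radicicol positive controls; yeast relying on Plasmodium falciparum Hsp90 in place of its own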
MOR-DOR ag: OPRM1-OPRD1 heterodimerization agonism; activation, % at 9.3 µM; P35372+P41143; hit rate 0.3% among 340,000; cells, luminescence; in the data active means activation above about 18%;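 further: 0% = vehicle-treated cells and 100% = reference agonist; values of inactives mirror those of a sister screen read the other way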
Target sequence (P35372 whole entry, looked up): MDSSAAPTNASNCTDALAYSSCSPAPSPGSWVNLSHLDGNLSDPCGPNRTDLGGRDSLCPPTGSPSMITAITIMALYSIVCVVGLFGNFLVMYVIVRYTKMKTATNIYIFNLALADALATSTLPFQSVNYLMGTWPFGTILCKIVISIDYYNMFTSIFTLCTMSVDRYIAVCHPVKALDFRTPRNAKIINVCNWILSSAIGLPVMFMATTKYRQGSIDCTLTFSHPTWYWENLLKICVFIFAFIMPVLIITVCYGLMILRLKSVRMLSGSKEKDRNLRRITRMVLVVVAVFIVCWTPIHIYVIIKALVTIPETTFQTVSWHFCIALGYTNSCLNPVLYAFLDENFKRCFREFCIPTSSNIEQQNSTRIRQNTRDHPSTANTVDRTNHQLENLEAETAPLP
Target sequence (P41143 whole entry, looked up): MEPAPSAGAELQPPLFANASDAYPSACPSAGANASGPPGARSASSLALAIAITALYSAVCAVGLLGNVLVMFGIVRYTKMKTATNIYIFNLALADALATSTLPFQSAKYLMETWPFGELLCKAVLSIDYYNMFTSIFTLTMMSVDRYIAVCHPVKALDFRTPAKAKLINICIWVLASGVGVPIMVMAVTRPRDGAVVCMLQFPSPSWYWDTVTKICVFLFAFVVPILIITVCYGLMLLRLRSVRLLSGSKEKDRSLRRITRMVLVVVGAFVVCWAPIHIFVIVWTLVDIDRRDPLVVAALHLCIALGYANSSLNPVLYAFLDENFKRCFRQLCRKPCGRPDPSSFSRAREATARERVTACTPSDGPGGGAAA
PKA-R2B activ: activates the human PKA-R2B holoenzyme complex; activation, % at 11.4 µM; PKA-R2B holoenzyme dissociation, Cy5-IP20 fluorescence polarization; R2B truncated from residue 108, S112A mutant; 0% DMSO only, 100% 113 µM cGMP; P22694+P31323; hit rate 0.079% among 340,000; AID 504700;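 active means activation above a cutoff set at the mean over all compounds plus 3 SD, cut at about 18% in these data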;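 further: higher means more holoenzyme dissociation and a rise in polarization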
OPRM1-OPRD1 inv: inverse agonist of human OPRM1-OPRD1 heterodimerization; P35372+P41143; cell-based MOR-DOR heterodimer luminescence, inverse agonism; inhibition, % at 9.3 µM; hit rate 0.21% among 340,000; in the data active means inhibition above about 22%, passing the limit was not always enough;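 further: 0% = cells with DMSO and 100% = wells without cells with DMSO; values of inactives mirror those of a sister screen read the other way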
The depositor's hits bear a star; . = not tested or not shown.

#	Compound	phage Ecoli inh	Tat transport	AddAB inh	Ecoli viability	PKA-R1A act	HTR5A inv ag	SUMO Mot1 rescue	PfHsp90 yeast 2	MOR-DOR ag	PKA-R2B activ	OPRM1-OPRD1 inv
1	COc1ccc(C2CC(c3ccccc3)=NN2C(=O)COC(=O)c2cccc(S(=O)(=O)N3CCOCC3)c2)cc1 (stereo unspecified)	0.6	-1	1.7	0.4	-2	-6	-16	-4	-0.1	-11	0
2	C=CCNC(=S)NC(=O)c1csc([N+](=O)[O-])c1	0.5	-9	1.4	0.5	6	6	-6	-8	2.1	-4	-11
3	Cc1c(C)c2ccc(OCC(=O)NCCc3c[nH]c4ccccc34)c(C)c2oc1=O	2.3	-1	-1.2	-2.2	-9	-35	-18	-10	-3.2	2	16
4	Cc1cc(C2C(=O)c3ccccc3C2=O)c(C)c(C)c1C	2.5	-10	-1.7	-1.3	-5	-24	303	4	-4.3	-8	22
5	Cc1cc2nc(SCC(=O)Nc3nonc3C)c3c(c2cc1C)CCCC3	1.1	-6	-0.3	-0.9	-6	6	4	.	-0.5	-6	3
6	Cc1ccc(CNc2cc(C(=O)O)ccc2Cl)s1	3.1	-8	5.7	-0.1	-5	-5	-25	-19	-3.2	1	16
7	N#CC1C(=N)Cc2ccccc2-c2ccccc21 (stereo unspecified)	0.7	-6	.	.	-10	12	.	-115	2.0	-10	-10
8	O=C(CN1CCN(Cc2ccccc2F)CC1)Nc1ccccc1Cl	0.9	8	3.0	-0.3	-8	5	-25	4	-1.2	2	6
9	CCOC(=O)/C(C#N)=C(/C)c1ccc(OC)cc1	0.9	2	1.3	-1.6	2	-16	94	21	-1.1	-4	7
10	O=[N+]([O-])c1ccc(C(=S)N2CCCC2)cc1	3.6	-1	1.3	-0.9	-1	-3	-2	-12	-1.7	-7	9
11	OCCNc1nc2ccccc2n1CCN1CCCCC1	3.0	-3	2.2	0.6	-7	.	-4	-23	.	0	.
12	CCCCCCCC(=O)NNC(=O)c1ccc(F)cc1	2.0	-5	0.7	-1.1	1	28	41	.	0.8	-3	-4
13	CC(C)(C)OC(=O)C[C@@H]1C/C=C\C[C@@H](CC(=O)N(CCO)Cc2ccccc2)C(=O)N[C@H](C(C)(C)C)COC1=O	0.6	0	0.2	-0.4	-7	13	-27	3	-1.6	1	9
14	N#CCc1ccccc1C(=O)OCC(=O)N(Cc1ccccc1)Cc1ccccc1	-0.6	2	0.1	0.3	3	5	4	.	1.5	-5	-6
15	CC12CCC(C(=O)NCc3ccc(F)cc3)(OC1=O)C2(C)C (stereo unspecified)	-1.8	-5	0.5	0.8	12	-11	14	-11	1.1	8	-6
16	COc1ccc(CN2C(=O)C(C)Nc3ncnc(N4CCN(c5ccccn5)CC4)c32)cc1 (stereo unspecified)	-1.4	21	-0.1	-3.0	-1	63*	-3	29	-12	-11	70*
17	COc1ccc(-c2nnc(SCC(=O)Nc3ccccc3OC)o2)cc1	2.6	-7	3.0	0.4	-3	-9	445	3	-2.6	5	14
18	Cn1cc(S(=O)(=O)c2ccccc2)n(C)c1=O	5.4	-11	0.2	1.9	-8	-7	-2	1	-1.8	8	9
19	CN1CCN(C(=O)c2ccccc2NS(=O)(=O)c2ccc(F)cc2)CC1	0.4	0	0.9	1.8	-15	6	3	.	-1.9	-1	8
20	CC1=C(C(N)=O)C(c2sccc2C)n2nnnc2N1 (stereo unspecified)	3.4	0	2.1	2.0	2	-30	1	23	-1.3	-1	7
21	CC1(C)CCCN(C(=O)N2c3ccccc3Sc3ccccc32)C1	1.7	5	0.3	-0.9	-3	-4	-3	-15	6.2	-7	-33
22	CCN(CC)c1ccc(/C=N\N2CCN(Cc3ccc(C)cc3)CC2)cc1	3.8	2	0.8	3.3	1	13	13	-29	2.8	7	-14
23	CC(C)CNC(=O)C1CCN(c2ccc(S(=O)(=O)N3CCOCC3)cc2)CC1	2.4	1	2.5	1.0	-13	-10	18	-2	-2.1	1	12
24	COc1cc2c(cc1OC)C(COc1ccccc1OC)N(C(=O)C(C)C)CC2 (stereo unspecified)	0.5	6	-1.0	0.2	0	-17	-22	0	-1.5	0	7
25	COc1ccc([N+](=O)[O-])cc1NCc1cccnc1	3.3	-7	0.2	-2.2	4	0	-14	-52	-1.3	0	7
26	CC(=O)N1CCN(c2ccc(NC(=O)c3ccc4c(c3)OCO4)cc2)CC1	3.0	-14	1.6	1.1	5	-1	295	.	-0.9	-1	5
27	CC(C)[C@H](NS(=O)(=O)c1ccc(Cl)cc1)C(=O)OCC(=O)NCCN1C(=O)CSC1=O	1.2	-2	4.6	1.1	0	-5	-10	-9	-2.3	4	12
28	COc1ccccc1/C=C/C(=O)NC(=S)NC(C)C	2.7	1	0.4	1.2	-5	-12	19	6	6.9	2	-36
29	CCOC(=O)C1=C(C)N(C)C(=O)NC1c1cc2c(cc1Br)OCO2 (stereo unspecified)	2.0	-12	0.6	-1.4	4	13	-9	-9	-0.9	8	5
30	COc1cc(C2C(C#N)=C(N)Oc3cc(O)ccc32)cc(OC)c1OC (stereo unspecified)	0.8	-1	1.4	2.4	-5	7	-19	14	-2.4	-2	14
31	CC(=O)O[C@H]1C[C@@H]2CC[C@@H]3[C@H](CC[C@@]4(C)[C@H]3C[C@H]([N+]3(C)CCCCC3)[C@@H]4OC(C)=O)[C@@]2(C)C[C@@H]1[N+]1(C)CCCCC1	1.3	-9	-5.1	-2.0	-10	-4	-9	25	0.7	3	-4
32	Cc1ccccc1CC1(CO)CCCN(Cc2ccn[nH]2)C1 (stereo unspecified)	3.2	0	-0.2	-1.3	-6	-1	-14	-57	-0.6	4	3
33	COc1ccc2c(C)c(CC(=O)N3CCN(C(=O)C4COc5ccccc5O4)CC3)c(=O)oc2c1C (stereo unspecified)	0.9	-2	1.5	0.8	-2	15	4	-6	-0.6	9	3
34	Cc1cccc(Cc2cnc(N3C(=N)SC(c4ccccc4)C3=O)s2)c1 (stereo unspecified)	-0.1	-2	-2.9	-9.9	-4	-20	289	-97	-1.2	9	8
35	O=c1[nH]cnc2sc3c(c12)CCN(Cc1ccccc1)C3	2.8	2	0.7	-0.3	-5	15	6	21	-0.8	1	5
36	O=C(OC(C(=O)O)C(OC(=O)c1ccccc1)C(=O)NCc1ccccc1)c1ccccc1 (stereo unspecified)	-0.6	-4	-1.6	0.1	-1	4	-12	-14	-2.1	-5	13
37	O=C(OCC(=O)N1CCOCC1)c1ccc(Cl)nc1	4.6	0	3.7	1.5	-10	-5	-3	-18	0.0	0	0
38	Cc1cc(NC(=O)CSc2nnnn2C)n(-c2ccccc2)n1	1.5	9	3.6	1.4	7	4	-5	-1	-2.1	6	9
39	CCOc1ncccc1C(=O)OCC(=O)Nc1ccc2c(c1)OCO2	4.8	4	-1.1	0.8	-2	8	-14	-6	-2.9	-9	15
40	CCn1c(Cc2ccccc2)nnc1SCC(=O)Nc1nc(C)cs1	2.2	5	-0.2	0.5	-13	10	8	-127	-2.2	6	13
41	O=C(c1ccc2c(c1)OCCO2)N(c1ccccn1)C1CCCCC1	2.6	-2	1.9	-3.4	7	18	-22	-21	-3.9	-13	16
42	COc1cc(C(=O)NC2CCCCCCC2)cc(OC)c1OC	3.4	4	0.9	-0.5	3	18	-2	12	-2.3	0	11
43	O=C(Cc1ccccc1)NCC(=O)OCC(=O)c1ccc(Cl)cc1	1.7	22	2.9	3.2	-6	-11	-10	12	-3.8	-1	21
44	CCOc1cc(C)nc(Oc2ccc(=O)[nH]n2)n1	-0.3	0	1.3	4.6	1	-4	7	4	-0.3	3	2
45	CCOC(=O)c1sc(NC(=O)CSc2nnc(-c3ccco3)n2CC)c(C(=O)OCC)c1C	3.6	10	3.0	1.9	-5	11	-2	.	0.3	-1	-2
46	CCC(=O)Nc1nc(C)c(C(=O)Nc2cccc(Cl)c2)s1	3.3	-16	1.1	1.2	1	-18	-8	-11	-2.3	3	11
47	O=C1OC(c2ccccc2)Sc2ccccc21 (stereo unspecified)	2.4	4	.	.	1	-7	.	7	1.3	10	-6
48	CS(=O)(=O)c1ncc(Cl)c(C(=O)Nc2ccc3ccccc3c2)n1	1.1	-4	.	.	1	18	.	-15	-7.9	1	57*
49	Cc1ccc(-c2nnc(CN3CCN(C)CC3)o2)cc1	0.2	-1	-0.7	0.6	-5	14	106	40	-0.3	2	2
50	O=C(NC1CCCCC1)C(c1ccc(F)cc1)N(CCN1CCOCC1)C(=O)c1ccc(-c2ccccc2)[nH]1 (stereo unspecified)	2.8	-5	0.5	-2.1	1	11	2	17	-2.9	-10	17
51	N#C/C(=N\Nc1ccccc1)C(=N)N1CCCCC1	3.1	6	5.2	2.0	-9	-22	-12	1	-1.8	9	9
52	CCN(C(=O)Cn1c(=O)n(Cc2ccccc2)c(=O)c2ccccc21)c1cccc(C)c1	1.4	5	0.6	1.3	0	5	3	.	-1.3	-12	7
53	COc1ccc(-c2noc(C3CCCN(S(=O)(=O)c4cccc(Cl)c4C)C3)n2)cc1OC (stereo unspecified)	2.8	1	0.8	3.8	-4	9	7	0	0.4	6	-2
54	Cc1cc(=O)[nH]c(SCC(=O)Nc2ccc(N3CCCCC3)cc2)n1	6.3	-8	1.3	2.3	-13	-6	0	1	1.5	-9	-6
55	CCCCC(=O)NC(=S)Nc1cc(C(=O)O)ccc1Cl	4.2	2	5.8	-3.1	0	1	12	12	-3.1	-2	15
56	Cc1ccc(NC(=O)Cn2c(=O)oc3ccccc32)cc1C	-1.1	-7	2.4	-0.8	-9	-10	-3	-9	-2.2	-13	11
57	Cc1ccc(CC(=O)N(Cc2ccccc2)c2ccccn2)cc1	2.3	6	2.0	0.8	10	-4	-11	.	0.7	-2	-5
58	CCOC(=O)C1=C(C)N(CCCC(=O)O)C(=O)NC1C(CC)CC (stereo unspecified)	-1.5	-4	4.5	0.0	-4	1	-11	-12	-1.1	12	6
59	CCN1CCN(CCCNC(=O)c2ccc(/C=C3/Sc4ccccc4N(Cc4ccccc4F)C3=O)cc2)CC1	-1.2	21	-0.8	-4.7	7	4	2	5	-0.4	-1	2
60	CCOC(=O)c1ccc(NC(=O)c2cc3ccccc3o2)cc1	4.8	0	-0.2	0.1	-10	-17	117	-1	-0.2	4	1
61	Cc1ccc2c(c1)c(=O)c1c3n2CCN(C(=O)CCl)C3CC1 (stereo unspecified)	2.4	7	0.4	-2.9	-2	-10	46	-2	2.9	2	-15
62	Cc1cc(C)nc(SCc2nnc(SCC(=O)Nc3nc(-c4ccccc4)cs3)n2C)n1	-0.5	-1	-1.1	-3.1	-13	-6	-4	-30	-0.5	-2	3
